Screens as filed in PubChem.
TbHK1 inh: T. brucei hexokinase 1 inhibition | recombinant TbHK1, G6PDH-coupled NADH A340 | inhibition, % at 10 µM | actives 0.11% (n = 220,000) | AID 1430;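 active = inhibition of 50% or more in the single-dose primary screen; inactive = inhibition below 50%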
TRPML3 agonist: agonists of human TRPML3 channel; Q8TDD5; HEK293 TRPML3-YFP, Fluo-8 calcium fluorescence; 100% = the carbachol control signal; activation, % at 3 µM; actives 0.29% (n = 220,000);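 active = activation above its plate's cutoff, the mean activation of the plate's test wells plus 3 SD, cut at about 12% in these data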;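 also: 0% = DMSO only wells and 100% = carbachol wells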
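Test system – HEK293 line with stable expression of human TRPML3-YFP channel · Control set – carbachol 87 µM final as high control (100%), DMSO as low control (0%) · Signal – Fluo-8 calcium dye fluorescence, ex 470-495, em 515-575 nm · Incubation – 1-h 37 °C dye load, 5-s basal, 120-s post-compound reads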
EBV gp42 inh: inhibitors of Epstein-Barr virus glycoprotein 42; Fluorescence polarization binding assay, mP read-out; inhibition, % (tested at 21.74 µM); actives 0.42% (n = 220,000); AID 1085; in the data active = inhibition above about 50%
Target sequence (Q1HVG2 whole entry, looked up): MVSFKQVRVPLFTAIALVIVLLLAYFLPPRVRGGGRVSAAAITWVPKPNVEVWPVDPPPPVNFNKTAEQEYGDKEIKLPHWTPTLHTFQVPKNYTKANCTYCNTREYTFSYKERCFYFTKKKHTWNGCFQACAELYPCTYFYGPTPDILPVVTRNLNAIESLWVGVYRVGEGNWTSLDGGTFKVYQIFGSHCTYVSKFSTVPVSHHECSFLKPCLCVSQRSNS
Furin inhibitor: human furin inhibition. purified furin, fluorogenic substrate cleavage. inhibition, % at 30 µM. actives 0.061% (n = 220,000). AID 463115; in the data active = inhibition above about 25%; also: inactives centre near -15
Target sequence (P09958 108-714 limits assumed): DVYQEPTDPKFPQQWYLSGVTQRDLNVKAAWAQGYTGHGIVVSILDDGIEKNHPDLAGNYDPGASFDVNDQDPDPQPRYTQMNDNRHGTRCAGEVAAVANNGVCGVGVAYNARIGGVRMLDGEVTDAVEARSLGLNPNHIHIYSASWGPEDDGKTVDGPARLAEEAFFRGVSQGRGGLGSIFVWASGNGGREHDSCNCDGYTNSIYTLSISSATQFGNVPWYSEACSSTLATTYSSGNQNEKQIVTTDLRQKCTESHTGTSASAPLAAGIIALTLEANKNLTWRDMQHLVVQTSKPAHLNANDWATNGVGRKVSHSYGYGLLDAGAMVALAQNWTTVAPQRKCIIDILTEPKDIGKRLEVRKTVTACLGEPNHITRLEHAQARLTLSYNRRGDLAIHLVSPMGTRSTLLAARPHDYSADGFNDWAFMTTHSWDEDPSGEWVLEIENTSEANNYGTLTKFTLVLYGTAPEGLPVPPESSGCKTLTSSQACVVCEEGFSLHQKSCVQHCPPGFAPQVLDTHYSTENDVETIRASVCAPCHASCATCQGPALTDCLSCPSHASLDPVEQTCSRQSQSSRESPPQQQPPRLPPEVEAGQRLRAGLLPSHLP
PPC-1+TRAIL kill: compounds killing PPC-1 cancer cells with TRAIL present (potentiator screen, no TRAIL-free arm) | cell killing (% activity), % at 4 µM | PPC-1 cells + TRAIL, ATPLite viability luminescence | AID 1443 | actives 0.41% (n = 220,000);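 active = cell killing above 50% in the first pass at 4 µM, then a duplicate retest at 5 µM averaging 50% or more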;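 also: plate controls were cells with TRAIL plus DMSO for no effect and medium-only wells lacking cells for full effect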
zfTRPN1 agonist: activates the zebrafish TRPN1 channel; HEK293 zebrafish TRPN1-YFP, Fluo-8 calcium fluorescence; 100% = response to 87 µM carbachol; activation, % at 3 µM; actives 0.18% (n = 220,000);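 active = activation above its plate's cutoff, the mean activation of test wells on that plate plus 3 SD, cut at about 19% in these data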;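 also: 0% = DMSO alone and 100% = 87 µM carbachol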
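Material: zebrafish TRPN1-YFP in HEK293 cells; Doses: single test compound dose, 3 µM nominal, 0.3% DMSO; Timing: dye loading 1 h at 37 °C, then 30 min room temperature; Technique: intracellular calcium fluorescence with Fluo-8; Benchmarks: high carbachol 87 µM, low DMSO alone.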
thrombin 1536: blocks human thrombin protease activity | P00734 | alpha-thrombin, Boc-VPR-AMC fluorogenic substrate cleavage | inhibition, % at 5 µM | actives 0.26% (n = 220,000);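 active = inhibition at or above 40%; inactive = inhibition below 40%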;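 also: 0% = enzyme with no compound and 100% = wells without enzyme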
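Test system: human alpha-thrombin; medium: pH 7.5 Tris-saline with Tween 20; times: reaction at room temperature; signal: AMC fluorescence at 355 nm excitation and 460 nm emission; also added: Boc-VPR-AMC substrate, 15 µM final; dosing: one concentration per compound, 5 µM, with 0.2% DMSO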
Cl transport mod: modulators of human KCC2 chloride dependent transport. B-score of Tl+ flux slope (higher = more flux/activation; lower = inhibition) at 10 µM. KCC2 cells, thallium flux FluoZin-2 fluorescence. Q9H2X9. actives 2.2% (n = 190,000);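 active = thallium flux slope and its plate-corrected score both differing from the plate sample mean at a set confidence after two filtering rounds, in either direction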;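 also: slope of fluorescence scaled to starting intensity during 10 to 20 s after thallium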
Calpain2 inh: inhibitors of pig calpain II; actives 0.37% (n = 220,000); inhibition, % at 16 µM; purified calpain II, fluorogenic peptide substrate, 30 min;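 active = inhibition above about 50%, limit read from the data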
An asterisk follows results filed as active; x = not tested or not shown; [ ] = dose if it differs, or a comment. Compounds as they come, and some 3.6% of all compounds hit somewhere here.

SMILES	TbHK1 inh	TRPML3 agonist	EBV gp42 inh	Furin inhibitor	PPC-1+TRAIL kill	zfTRPN1 agonist	thrombin 1536	Cl transport mod	Calpain2 inh
COc1ccc(-c2cc(-c3ccco3)[nH]c(=O)c2C#N)cc1	-6	0.7	3	-21	17	2.3	-2	1	-44
COC(=O)C1=C(N)Oc2cc(C)n(C)c(=O)c2C1c1ccc(Cl)cc1 (stereo not drawn)	0	0.7	2	-7	11	1.7	-5	-0.23	3
O=C(CN(Cc1ccc2c(c1)OCO2)C(=O)CNS(=O)(=O)c1ccccc1)NCc1ccco1	1	-0.2	-1	16[20 µM]	20	0.1	5	-1.8	-5
CN1C(=O)SC(Nc2ccccc2)C1=O (stereo not drawn)	8	0.1	-22	-22[20 µM]	10	1.1	-2	-0.46	-4
CCOCCCNC(=O)COc1ccc(OC)cc1	-1	0.5	-3	-3[20 µM]	21	-0.1	0	1.1	6
Nc1ccc2nc(-c3ccccc3)sc2c1	-35	-0.2	-2	-30[20 µM]	68*[5 µM]	-0.3	-30	-2.3	-480
O=C(CCCn1c(=O)c2ccccc2n(CC(=O)NCc2ccco2)c1=O)NCc1ccco1	5	0.7	9	-41[20 µM]	14	0.4	-7	0.13	-56
CNC(=S)NNC(=O)c1ccc(C(C)(C)C)cc1	-5	0.5	-9	-22	11	0.6	2	-0.19	-2
CCn1c(N2CCN(CC(=O)c3c(C)n(C)c4ccccc34)CC2)nc2c1c(=O)[nH]c(=O)n2C	-7	-0.2	-32	-19	14	-0.1	-10	x	-30
NS(=O)(=O)c1ccc(CCNCc2cc(Br)ccc2OCc2ccccc2F)cc1	12	0.9	-4	-25	2	2.4	0	-0.38	53*
Cc1cc(C)cc(OCC(=O)Nc2ccccc2C(=O)NCc2ccco2)c1	7	-0.5	-3	-29[20 µM]	17	-0.8	4	x	-52
CCCCN(Cc1cc2ccccc2[nH]c1=O)S(C)(=O)=O	-18	0.6	-20	-15	20	-0.2	-2	-0.3	24
CO/N=C/c1ccc(Sc2ccc(C)cc2)c([N+](=O)[O-])c1	-2	-0.1	2	-12[20 µM]	0	1.2	-6	-0.97	-37
COc1ccc([N+](=O)[O-])cc1NC(=O)c1cccs1	-6	-0.7	7	0	9	0.7	16	-0.71	22
COc1ccc(OC)c(NC(=S)N2CCC(C(O)(c3ccccc3)c3ccccc3)CC2)c1	-2	0.2	-5	2	-1	-1.3	-5	-0.0037	7
O=C(N/N=C/c1cccc([N+](=O)[O-])c1)c1cc2ccccc2o1	-10	0.7	9	-18	-12	-0.1	4	1	-27
C=CCNC(=O)c1onc(CSc2ccc(Cl)cc2)c1C(=O)NCC=C	13	x	4	-23	3	x	-9	-1.8	25
COc1ccc(Oc2nccc(OC)c2C#N)cc1	3	0.6	-15	-35[20 µM]	23	0.4	1	x	9
CCOc1cccc(NC(=O)C2CC(=O)N(c3ccc(F)cc3)C2)c1 (stereo not drawn)	2	0.5	-14	-14	-5	0.8	-3	-0.97	-38
Cc1ccsc1CNC(=O)c1c(-c2ccccc2)noc1C	-1	-0.4	-4	-8	-14	-2.1	-8	0.056	-12

Compounds above that contain a Cl atom:
SMILES	TbHK1 inh	TRPML3 agonist	EBV gp42 inh	Furin inhibitor	PPC-1+TRAIL kill	zfTRPN1 agonist	thrombin 1536	Cl transport mod	Calpain2 inh
COC(=O)C1=C(N)Oc2cc(C)n(C)c(=O)c2C1c1ccc(Cl)cc1 (stereo not drawn)	0	0.7	2	-7	11	1.7	-5	-0.23	3
C=CCNC(=O)c1onc(CSc2ccc(Cl)cc2)c1C(=O)NCC=C	13	x	4	-23	3	x	-9	-1.8	25

(next part)
SMILES	TbHK1 inh	TRPML3 agonist	EBV gp42 inh	Furin inhibitor	PPC-1+TRAIL kill	zfTRPN1 agonist	thrombin 1536	Cl transport mod	Calpain2 inh
Cc1cc[n+](CC(=O)Nc2cc(C(F)(F)F)ccc2Cl)cc1	6	0.2	-5	-28[20 µM]	-9	0.2	-3	x	18
CCC(=O)c1ccc(N2CCN(C(=O)c3cccc(F)c3)CC2)c(F)c1	-2	2.5	-2	-30	-3	2.6	12	0.013	-4
CC(=O)Nc1cccc(OCC(=O)/C=C2\N(C)c3ccccc3C2(C)C)c1	-20	1.1	-22	-7	12	4.5	-19	-2.7	-60
C/C=C\C=C\C(=O)N1CC2(CC(c3cccc(NC(=O)CC)c3)=NO2)C[C@H]1C(N)=O (stereo partly drawn)	-11	x	-6	-22	-14	x	-3	0.017	-43
O=C(Nc1cccc([N+](=O)[O-])c1)C1CC(=O)N(Cc2ccccc2)C1 (stereo not drawn)	-10	-0.5	-15	-11	30	-2.4	-8	0.057	20
O=C(Cn1cc(F)c(=O)[nH]c1=O)NCCO	-8	1.1	0	-19	-2	-0.5	-1	-0.46	-21
CCn1c(SCC(=O)N/N=C/c2ccc(C)o2)nnc1-c1ccccc1	-15	-1.0	-8	-3[20 µM]	-1	0.1	2	x	3
CCCN1CNC(=S)N(Cc2ccccc2)C1	-5	1.1	8	-17	7	0.6	-7	0.62	-10
COc1ccc(-n2ccc(=O)c3c2CCCC3=O)cc1	-8	0.3	5	-4	12	0.6	-9	x	-39
CC(=O)c1ccc(NC2=C(N3CCOCC3)C(=O)c3ccccc3C2=O)cc1	-12	0.5	-26	-7[20 µM]	-6	0.4	-18	-0.35	13
S=c1[nH]nc(C2CCCCC2)o1	-4	1.1	2	-18	22	1.1	-4	0.92	-8
NNC(=O)C(=O)NCCCN1CCOCC1	3	0.2	-15	-20	2	-0.2	-3	0.91	-22
Cc1ccc(C)c(NC(=S)N=Nc2c(O)n(C)c3ccc(S(=O)(=O)N4CCOCC4)cc23)c1	-3	1.0	-20	-11	1	-0.2	21	5.7*	-5
CCC(=O)N1c2ccccc2NC2=C(C(=O)CC(C)(C)C2)C1c1cccnc1 (stereo not drawn)	-34	0.5	-8	-2	23	0.7	4	1.4	-21
c1ccc(-c2noc(-c3ccc4ccccc4c3)n2)nc1	-4	0.4	-11	-18	24	3.5	-2	-0.12	-13
CC1(c2nnc(-c3ccccc3)o2)CC(c2ccc(F)cc2)=NO1 (stereo not drawn)	-10	x	-13	-24	-7	x	-1	-0.64	-5
O=C(Nc1ccc(N2CCN(C(=O)c3ccccc3F)CC2)cc1)c1ncn[nH]1	-7	1.1	1	-16	23	1.5	-10	1.6	-15
CCOC(=O)C1CCC(CN(Cc2ccccc2)S(=O)(=O)c2ccc([N+](=O)[O-])cc2)CC1 (stereo not drawn)	3	1.2	3	-8	23	-0.2	-13	-1.5	21
CN(CCc1cnn(C)c1)Cc1nc(CC2CC2)no1	-3	0.9	-9	-26	-5	0.7	4	x	3
Cc1c(C(=O)O)nnn1-c1nonc1N	-3	0.4	8	-18	9	0.3	2	1	17
Cc1[nH]nc2c1C(c1ccc(N(C)C)cc1)C1=C(CC(C)(C)CC1=O)N2 (stereo not drawn)	-8	-0.4	-14	-32	3	-2.5	-3	-0.22	10
COc1ccc(NC(=O)CCCn2c(=O)[nH]c3ccccc3c2=O)cc1	9	-0.1	-17	-7	0	1.0	3	x	-7
Cc1ccc(Cn2ccc(NC(=O)c3cc4nc(-c5ccco5)cc(C(F)(F)F)n4n3)n2)cc1	-13	-0.3	-13	-9[20 µM]	-2	-1.1	-3	-0.023	-92
c1ccc2c(c1)OCC(CNc1ncnc3sccc13)O2 (stereo not drawn)	-5	3.3	-15	-17	26	12	-10	0.18	2
Cc1c([N+](=O)[O-])cc(C(=O)Oc2ccc(Br)cc2C(=S)N2CCCCC2)cc1[N+](=O)[O-]	-6	-0.9	4	-21[20 µM]	3	-1.7	-6	0.027	-15
Cc1ccccc1-c1nc(CN2CCC(C(=O)N3CCC(C(N)=O)CC3)CC2)c(C)o1	-7	0.8	-15	-3	8	0.5	-3	0.012	-18
COc1ccc2[nH]c(C)c(CCNC(=S)Nc3ccc(C)cc3)c2c1	0	0.1	-1	-14	2	-1.7	-6	-0.61	-4
Cc1nn(Cc2ccc(Cl)c(Cl)c2)c(C)c1NC(=O)c1cn(-c2ccccc2)nc1-c1ccccc1	-11	-0.1	-24	-18[20 µM]	3	-0.2	2	0.77	-97

Of the compounds above, these contain fluorine.
SMILES	TbHK1 inh	TRPML3 agonist	EBV gp42 inh	Furin inhibitor	PPC-1+TRAIL kill	zfTRPN1 agonist	thrombin 1536	Cl transport mod	Calpain2 inh
NS(=O)(=O)c1ccc(CCNCc2cc(Br)ccc2OCc2ccccc2F)cc1	12	0.9	-4	-25	2	2.4	0	-0.38	53*
CCOc1cccc(NC(=O)C2CC(=O)N(c3ccc(F)cc3)C2)c1 (stereo not drawn)	2	0.5	-14	-14	-5	0.8	-3	-0.97	-38
Cc1cc[n+](CC(=O)Nc2cc(C(F)(F)F)ccc2Cl)cc1	6	0.2	-5	-28[20 µM]	-9	0.2	-3	x	18
CCC(=O)c1ccc(N2CCN(C(=O)c3cccc(F)c3)CC2)c(F)c1	-2	2.5	-2	-30	-3	2.6	12	0.013	-4
O=C(Cn1cc(F)c(=O)[nH]c1=O)NCCO	-8	1.1	0	-19	-2	-0.5	-1	-0.46	-21
CC1(c2nnc(-c3ccccc3)o2)CC(c2ccc(F)cc2)=NO1 (stereo not drawn)	-10	x	-13	-24	-7	x	-1	-0.64	-5
O=C(Nc1ccc(N2CCN(C(=O)c3ccccc3F)CC2)cc1)c1ncn[nH]1	-7	1.1	1	-16	23	1.5	-10	1.6	-15
Cc1ccc(Cn2ccc(NC(=O)c3cc4nc(-c5ccco5)cc(C(F)(F)F)n4n3)n2)cc1	-13	-0.3	-13	-9[20 µM]	-2	-1.1	-3	-0.023	-92
